HCMV antiviral – inhibitors of human cytomegalovirus | HFF cells, HCMV-luciferase reporter, 72 h; active compounds read low | activity change, negative = inhibition, % at 57.5 µM | 410,000 compounds, 4.5% hits | AID 1259415; in the data active = activity change below about -60%; inconclusive = no clear call, values can overlap the other calls; inactive = above about -39%; also: % is scaled to controls: 0 for no effect and ±100 for the full control effect
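Screen run at 2 compound doses on HFFs infected with reporter HCMV, MOI 1 PFU/cell. Luciferase activity from cell lysates at 72 h post infection gave inhibition relative to buffer-only and Salinomycin wells.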
AMA1 RON2 block – inhibitors of Plasmodium falciparum AMA1-RON2 interaction | AlphaScreen AMA1-biotinylated RON2 peptide binding | AID 720542 | 360,000 compounds, 0.2% hits | Potency, µM (series often up to 58.2 µM), for the others: at the highest dose activity change, negative = inhibition, usual class: inhibitors;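 also: potency is read from the fitted curve at half-maximal effect; 0% = vehicle wells and -100% = peptide control; nearly all actives have a fitted effect of over 45% in size; some results filed as inactive show a strong effect at the top dose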
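AMA1 (3D7) with his tag at 25 nM final met compounds first, then biotinylated RON2 peptide at 25 nM; detection used donor plus acceptor beads, 10 µg/mL apiece, read by AlphaScreen after 30 min at room temperature.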
Shiga inhibitor – inhibitors of Shiga toxin in Vero cells | inhibition, % at 38.7 µM | 290,000 compounds, 9.2% hits | Vero cells, Shiga toxin protein synthesis inhibition reporter | AID 2315; in the data active = inhibition mostly above about 28%, no sharp cut-off; inactive = mostly below about 43%; also: 0% is about no effect
FBPA Giardia inh – Giardia lamblia aldolase inhibition | Potency, µM (doses to about 59.6 µM), without a hit: top-dose activity, negative = inhibition, usual class: inhibitors | purified Giardia FBPA | 290,000 compounds, 0.71% hits | A8B2U2; also: potency is read from the fitted curve at half-maximal effect; % is scaled to controls: 0 for no effect and ±100 for the full control effect; nearly all actives have a fitted effect of over 55% in size
Target sequence (A8B2U2 whole entry, looked up): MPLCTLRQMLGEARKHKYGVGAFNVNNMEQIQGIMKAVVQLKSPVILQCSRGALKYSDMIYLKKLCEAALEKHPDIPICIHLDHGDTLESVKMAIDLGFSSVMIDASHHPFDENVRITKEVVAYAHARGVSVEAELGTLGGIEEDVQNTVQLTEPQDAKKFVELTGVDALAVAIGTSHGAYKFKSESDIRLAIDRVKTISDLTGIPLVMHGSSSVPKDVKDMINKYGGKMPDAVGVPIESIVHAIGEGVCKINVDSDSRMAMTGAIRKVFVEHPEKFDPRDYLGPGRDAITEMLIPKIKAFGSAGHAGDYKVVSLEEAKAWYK
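Giardia FBPA (40 nM reagent) was preincubated 10 min at RT with compound (up to 57.5 uM final), then substrate plus GAPDH/TPI/NAD/arsenate coupling system with diaphorase/resazurin was added; resorufin fluorescence (525/598 nm) was read after 20 min.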
Cycloheximide cs – affects cycloheximide protein synthesis inhibition readout, counter-screen; max response, %; 300,000 compounds, 12% hits; cell reporter, cycloheximide protein synthesis inhibition counterscreen; AID 2314; in the data active = max response mostly above about 13%, no sharp cut-off; inactive = mostly below about 14%; also: read at 38.3 µM for the half of the compounds with a filed dose; 0% is about no effect
AmpC inh detg – blocks E. coli AmpC beta-lactamase in detergent assay; P00811; AmpC hydrolysis of nitrocefin, absorbance 480 nm, 0.01% Triton; Potency, µM (doses to about 114 µM), without a hit: top-dose activity change, negative = inhibition, actives largely listed as inhibitors; 370,000 compounds, 0.041% hits; AID 485294;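 also: potency is read from the fitted curve at half-maximal effect; 0% = no-compound wells and -100% = no-enzyme wells; nearly all actives have a fitted effect of over 25% in size; some results filed as inactive show a strong effect at the top dose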
Target sequence (P00811 whole entry, looked up): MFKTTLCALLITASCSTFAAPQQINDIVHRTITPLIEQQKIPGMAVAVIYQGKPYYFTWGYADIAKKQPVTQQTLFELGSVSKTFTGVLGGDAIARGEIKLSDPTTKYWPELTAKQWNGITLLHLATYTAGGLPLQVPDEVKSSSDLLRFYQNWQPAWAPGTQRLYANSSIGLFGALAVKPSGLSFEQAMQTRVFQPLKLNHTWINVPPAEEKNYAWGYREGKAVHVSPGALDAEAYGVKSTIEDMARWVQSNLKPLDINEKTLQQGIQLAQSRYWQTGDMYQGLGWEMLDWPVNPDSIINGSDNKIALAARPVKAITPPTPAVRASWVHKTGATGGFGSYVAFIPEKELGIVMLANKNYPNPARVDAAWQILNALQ
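AmpC (5.3 nM in the dispensed reagent) in 20 mM phosphate pH 7.0 with 0.01% (detergent screen) or 0.0001% Triton X-100 was preincubated with compounds for 15 min at room temperature. Nitrocefin was then added from an 800 uM solution, and hydrolysis was followed at 480 nm.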
AmpC no deterg – inhibitors of E. coli AmpC beta-lactamase without detergent | AmpC nitrocefin hydrolysis, absorbance 480 nm, 0.0001% Triton | 330,000 compounds, 0.52% hits | AID 485341 | Potency, µM (highest dose often 57.1 µM), for inactives: at the highest dose activity change, negative = inhibition, hits mostly inhibitors;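 also: potency is read from the fitted curve at half-maximal effect; plate controls were no compound for no effect and no enzyme for full effect; nearly all actives have a fitted effect of over 20% in size; some results filed as inactive show a strong effect at the top dose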
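AmpC (5.3 nM in the dispensed reagent) in 20 mM phosphate pH 7.0 with 0.01% (detergent screen) or 0.0001% Triton X-100 was preincubated with compounds for 15 min at room temperature. Nitrocefin was then added from an 800 uM solution, and hydrolysis was followed at 480 nm.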
* hit, by the source's call; ? = inconclusive; nt = not tested or not shown; & = joins results of further samples; [ ] = remark or other dose. Unless noted, calls follow the shape of the dose curve; as a rule, active = well fitted curve in the direction sought with a large enough effect; inconclusive = small, poorly fitted or top-dose-only effect, or another doubt; inactive = no such curve, though single readings can be large; an effect the other way counts as inactive or inconclusive. Outcome played no part in choosing rows. Share with any hit: about 16%.

SMILES	HCMV antiviral	AMA1 RON2 block	Shiga inhibitor	FBPA Giardia inh	Cycloheximide cs	AmpC inh detg	AmpC no deterg
COc1ccc(CCN2C(=O)C3C4C=CC(C3C2=O)C2C(=O)N(CCc3ccc(OC)c(OC)c3)C(=O)C42)cc1OC (stereo unspecified)	-94*	15%	2	-9%	-6	-4%	157%[activator]
Cc1cc(C)c(OCCCCCNCCO)c(C)c1	-21	0%	-15	-1%	10	4%	46%
O=C(CSc1n[nH]c(-c2ccco2)n1)Nc1ccccc1Cl	-33	-23%	2	-22%	-1	0%	-22%
CCOC(=O)C1=C(c2ccccc2)OC(N)=C(C#N)C1C(C)C (stereo unspecified)	-2	6%	20	2%	1	-18%	-22%
O=C(Nc1nncs1)c1ccc(N2C(=O)C3C4C=CC(C4)C3C2=O)cc1 (stereo unspecified)	43	1%	7	-1%	15	-3%	-23%
O=[N+]([O-])c1ccc(P(=O)(Cc2ccccc2)c2ccccc2O)cc1 (stereo unspecified)	?	-3%	-9	3%	-7	-1%	-20%
Cc1cccc(NC(=O)CSc2nc(C3CC3)nc3ccccc23)c1	?	?	-11	7%	-4	-4%	-15%
O=C(CCCCCNc1nc(=S)[nH]c2ccccc12)NCc1ccccc1Cl	-39	nt	-10	5%	-1	-2%	-25%
COc1cc(CC(=O)NCCc2ccc(S(N)(=O)=O)cc2)cc(OC)c1OC	7	20%	-23	0%	-1	-8%	-9%
Cc1ccccc1CN1CCC(C(=O)Nc2ccc(Oc3cccnc3)cc2)CC1	?	-8%	-4	3%	1	2%	10%
CCOC(=O)Cn1nnc(-c2ccc(OCC(C)C)cc2)n1	9	21%	19	0%	-5	?	-7%
CCNc1nc(NCC)nc(SCCOc2ccc(C)cc2)n1	17	-1%	-13	-6%	-4	?	1%
O=C(CN1C(=O)CC(c2ccccc2)=Nc2ccccc21)NC1CCCCC1	-16	-20%	-30	4%	-2	?	14%
Cc1cccc(NS(=O)(=O)c2ccc(C(=O)NCCCN3CCCC3=O)cc2)c1C	-31	-8%	nt	nt	nt	-19%	22%
O=C(O)c1ccc(CSc2ccccn2)cc1	1	-2%	-4	18%	0	3%	-9%
Cc1ccc2[nH]cc(S(=O)(=O)c3ccc(C(C)C)cc3)c(=O)c2c1	7	0%	-9	0%	-5	-3%	-29%
COc1ccccc1S(=O)(=O)NCc1ccc(C(=O)NC(C)c2ccccn2)cc1 (stereo unspecified)	-5	48%[activator]	nt	nt	nt	3%	-4%
CN(C)c1cccc(C(=O)OCC(=O)NC2CCCC2)c1	-8	0%	19	12%	19	-6%	12%
COc1ccc(OC)c(S(=O)(=O)NC(C)c2ccc(-n3ccnc3)cc2)c1 (stereo unspecified)	0	-4%	nt	nt	nt	2%	-18%
CCOC(=O)C1CCN(S(=O)(=O)c2ccc(CN3C(=O)c4cccnc4C3=O)cc2)CC1	-36	35%[activator]	-5	20%	-7	-13%	43%
C=CCn1c(SCC(=O)O)nnc1-c1ccc(C(C)(C)C)cc1	-22	5%	-10	2%	-6	-17%	-28%
C=CCn1c(NCCO)nc2sc3c(c2c1=O)CCC3	?	3%	23	-2%	9	?	-5%
Cc1[nH]c2ccc(C(=O)NC3CCCC3)cc2c1C	-20	0%	nt	nt	nt	-2%	-18%
C=CCOC(=O)C1=C(C)NC(=O)NC1c1ccc(N(C)C)cc1 (stereo unspecified)	3	-11%	-6	-4%	-1	5%	-2%
O=c1c(Cc2ccccc2)c(O)ccn1Cc1ccc2c(c1)OCO2	3	-5%	-3	-14%	2	-14%	-2%[2.29 µM]
Carrying on.
SMILES	HCMV antiviral	AMA1 RON2 block	Shiga inhibitor	FBPA Giardia inh	Cycloheximide cs	AmpC inh detg	AmpC no deterg
COc1ccc(C2=Nn3c(nnc3-c3cccnc3)SC2)cc1	53	-3%	15	4%	6	3%	-7%
O=C(O)C(Cc1ccccc1)N1C(=O)c2cccc3cccc(c23)C1=O (stereo unspecified)	54	-14%	-3	1%	1	-1%	-36%
Cc1ccc(S(=O)(=O)NCC(C)n2nc(C)cc2C)cc1 (stereo unspecified)	14	-4%	-10	0%	-5	-3%	-1%
COCCNC(=O)c1ccc(N2CC3CC(C2)c2cccc(=O)n2C3)c(NC(=O)c2cc(OC)cc(OC)c2)c1 (stereo unspecified)	-14	-7%	-2	nt	-1	1%	42%
O=C(O)CCN1CC2([N+](=O)[O-])CC=C(OCCO)C([N+](=O)[O-])(C1)C2 (stereo unspecified)	?	0%	-7	6%	-3	2%	-13%
O=C(NC(=S)Nc1ccccc1N1CCN(C(=O)c2ccccc2)CC1)c1ccccc1F	6	9%	-32	nt	-3	2%	17%
Cc1ccc(S(=O)(=O)Nc2ccccc2C(=O)Nc2sccc2C(=O)NN(C)C)cc1	-12	91%[activator]	15	-8%	-2	-16%	-44%
Cc1onc(-c2ccccc2)c1-c1ccnc(N)n1	49	4%	-5	6%	-1	6%	-21%
Cc1ccc(C)c(NC(=O)C(=O)NCc2ccccn2)c1	0	123%[activator]	-5	1%	1	-12%	-23%
CN(C)/C(CN1CCCCC1)=C1\N=C(c2ccccc2)OC1=O	-25	-25%	11	-3%	-3	-3%	-18%
CCOC(=O)C1(Cc2cccc(F)c2)CCN(C(=O)c2cscn2)CC1	-33	-5%	-11	1%	8	4%	21%
Cc1ccc(C)c(NC(=O)C2CCCN(S(=O)(=O)c3cccnc3)C2)c1 (stereo unspecified)	0	0%	25	nt	-10	-1%	21%
Cc1cccc(C)c1OCC(=O)N/N=C/c1cccn1C	-36	-5%	13	3%	1	1%	-26%
COc1ccc(S(N)(=O)=O)cc1C(=O)OCC(=O)N1c2ccccc2NC(=O)C1(C)C	-13	11%	nt	nt	nt	nt	-21%
O=C(NCc1ccc2c(c1)OCO2)C1CCC(=O)N1C1CCCCC1 (stereo unspecified)	8	4%	33	6%	-1	4%	-9%
COc1ccc(NC(=O)C2CCC(CNS(=O)(=O)c3csc(C(N)=O)c3)CC2)cc1OC (stereo unspecified)	-65*	0%	-13	nt	-7	-1%	8%
COc1ccc(C(CC(=O)O)NC(=O)c2ccco2)cc1 (stereo unspecified)	-1	-4%	3	-7%	-3	-1%	-15%
CCc1c(-c2ccccc2)[n+](=O)c2c(n1[O-])CCC2	79	8%	-5	1%	-1	-9%	-15%
O=C1CCC/C=C/C[C@@H](CC(=O)N(CCO)Cc2ccccc2)C(=O)NC[C@@H](c2ccccc2)O1	-15	9%	nt	nt	nt	nt	71%[activator]
O=C(CNc1ccccc1F)Nc1cc(S(=O)(=O)N2CCCCC2)ccc1Cl	-26	-5%	nt	nt	nt	7%	-23%
COc1ccc2c(c1)CCc1c(C(=O)NCCc3ccc(OC)c(OC)c3)noc1-2	-10	-4%	4	1%	-1	3%	55%
CC(C)c1ccc(N(CC(=O)N/N=C/c2ccc(OC3CSC3)cc2)S(=O)(=O)c2ccccc2)cc1	-6	7%	-5	0%	-4	-8%	-28%
Cc1ccc(C)c(NC(=O)CCN2CCC(C)CC2)c1	3	1%	-16	-1%	-2	-8%	-8%
Nc1cccc(CCc2nc3ccccc3[nH]2)c1	76	7%	92*	-13%	24*	-14%	-7%
COc1ccc(COC(=O)c2cc(S(=O)(=O)N3CCCCC3)ccc2N2CCOCC2)cc1	-21	-13%	nt	nt	nt	?	-15%

Continued (two carried over from the part before).
SMILES	HCMV antiviral	AMA1 RON2 block	Shiga inhibitor	FBPA Giardia inh	Cycloheximide cs	AmpC inh detg	AmpC no deterg
Nc1cccc(CCc2nc3ccccc3[nH]2)c1	76	7%	92*	-13%	24*	-14%	-7%
COc1ccc(COC(=O)c2cc(S(=O)(=O)N3CCCCC3)ccc2N2CCOCC2)cc1	-21	-13%	nt	nt	nt	?	-15%
COc1ccc2oc(=N)c(C(=O)Nc3ccc(Br)cc3)cc2c1	-13	1%	14	1%	-3	-17%	-15%
O=C(CNC(=S)N(Cc1ccccc1)Cc1ccccc1F)NCc1ccccc1	?	-14%	-6	-6%	-6	?	2%
COC(=O)c1c(C(=O)OC)c(-c2ccc(C)cc2)n2c1CCC2	-33	-13%	36	3%	1	0%	30%
C=C(C)CNC(=S)NNC(=O)c1cc(C)oc1C	-26	28%[2.32 µM]	11	-21%	-1	-8%	-17%
Cc1ccc(Cn2ccccc2=N)cc1	-39	12%	4	-6%	-3	3%	-19%
COc1ccc(Cn2nnnc2C(c2cccs2)N2CCOCC2)cc1 (stereo unspecified)	20	12%	-28	3%	-2	?	-1%
O=C(NCC1CCCO1)C1CCC(=O)N1Cc1ccc(F)cc1 (stereo unspecified)	15	-6%	-2	7%	-2	?	1%
C=CC[N+](C)(C)C/C(Cl)=C(\Cl)c1ccccc1	-1	15%	-22	0%	-1	2%	-3%
Cc1ccc(NC(=O)CN(C)C(=O)CSc2nccn2C)cc1	12	0%	nt	nt	nt	nt	-6%
O=C(COC(=O)Cc1ccsc1)Nc1ccccc1Cl	26	8%	nt	nt	nt	10%	0%
O=C(Cc1c(F)cccc1Cl)OCC(=O)N1CCc2ccccc21	1	15%	nt	nt	nt	nt	-28%
CCCOc1ccc(C(=O)Nc2nc(C)c(Cc3ccc4c(c3)OCO4)s2)cc1	?	0%	72*	3%	24*	-9%	-19%
COc1ccc(NC(=O)c2ccc3c(SCC(=O)O)c4c(nc3c2)CCCC4)c(OC)c1	-25&-1	-1%	15	-23%	12	0%&6%	60%
CC(=O)c1ccc(NC(=O)C2C3CCC(C3)C2C(=O)O)cc1 (stereo unspecified)	37	-6%	35	3%	8	1%	-14%
Cc1ccc(Nc2c(-c3ccccc3O)nc3cnccn23)cc1	-38	-3%	-9	-17%	5	3%	-14%
O=C(C1=C(O)C(=O)N(c2ncccn2)C1c1ccc(F)cc1)c1ccco1 (stereo unspecified)	17	18%	4	?	-2	-9%	-16%
CC(C)CCc1noc(CN2CCN(c3ccc(Cl)cn3)CC2)n1	4	0%	1	-7%	7	2%	98%[activator]
COc1ccc2nc(SCC(=O)NC3CCCCC3)[nH]c2c1	-12	-1%	48	-9%	-1	-17%	-19%
CN1CCN(C(CC(=O)Nc2cccc(O)c2)C(=O)O)CC1 (stereo unspecified)	nt	nt	-14	-3%	-2	-2%	-6%
OCCC1CN(CC2CCCCC2)CCN1C1CCCC1 (stereo unspecified)	92	0%	nt	2%	2	-18%	-49%
O=C(CCc1nc(-c2ccccc2)no1)NCC1CCCO1 (stereo unspecified)	-29	0%	63	1%	11	?	-25%
CN(C)CCCNS(=O)(=O)c1ccc(Oc2ncc(C(F)(F)F)cc2Cl)cc1	-13	17%	-16	2%	-3	-3%	72%[activator]
COc1ccc(-c2cc(-c3ccc(O)cc3)nc(N)c2C#N)cc1	0	30%	nt	-4%	-1	?	-47%
COc1ccccc1N1C(=NC(=O)C2CCCCC2)SC2CS(=O)(=O)CC21 (stereo unspecified)	-36	-3%	-8	-1%	-2	-4%	30%
CC(C)COC(=O)n1c(SCC(=O)N(C)C)nc2ccccc21	7	0%	-5	2%	2	-16%	113%[activator]

Assay outcomes: PubChem BioAssay, National Center for Advancing Translational Sciences (NCATS)
